ROS inducer: raises reactive oxygen species in U2OS cancer cells | U2OS ROS induction, H2DCF-DA fluorescence | ROS induction (% of piperlongumine), % at 10 µM | 46,000 compounds, 2% hits | AID 624156; in the data active = ROS induction above about 79%, passing the limit was not always enough;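 note: 0% = DMSO vehicle median and 100% = reference compound median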
* = called active by the depositor.

| Structure | ROS inducer |
| --- | --- |
| COc1ccc(-c2coc3cc(O)ccc3c2=O)cc1O | -2 |
| COc1ccc(S(=O)(=O)N(C)C[C@H]2Oc3ccc(NC(=O)CCN4CCOCC4)cc3C(=O)N([C@@H](C)CO)C[C@@H]2C)cc1 | -11 |
| Cc1ccc(S(=O)(=O)N(C)C[C@H]2OCCCC[C@@H](C)Oc3ccc(NS(C)(=O)=O)cc3C(=O)N([C@H](C)CO)C[C@@H]2C)cc1 | 5 |
| CC(C)C(=O)Nc1nc(OC(=O)N(c2ccccc2)c2ccccc2)c2[nH]cnc2n1 | -15 |
| C[C@H](CO)N1C[C@H](C)[C@@H](CN(C)S(=O)(=O)c2ccc(F)cc2)Oc2ccc(NC(=O)Nc3ccccc3)cc2C1=O | -2 |
| CCC(C)OC(=O)C(C)Oc1ccc2c3c(c(=O)oc2c1)CCC3 (stereo not drawn) | 14 |
| C[C@@H]1CN([C@H](C)CO)C(=O)Cc2cc(NC(=O)C3CC3)ccc2O[C@@H]1CN(C)Cc1ccc2c(c1)OCO2 | 5 |
| CNC(=O)C(C)n1c2ccccc2c2nc(=O)cc(C)n21 (stereo not drawn) | -11 |

| Structure | ROS inducer |
| --- | --- |
| Cc1noc(C)c1S(=O)(=O)Nc1ccc2c(c1)CC(=O)N([C@@H](C)CO)C[C@H](C)[C@H](CN(C)Cc1ccc(-c3ccccc3)cc1)O2 | 22 |
| CC(=O)NC(Cc1c[nH]c2cc(Cl)ccc12)C(=O)O (stereo not drawn) | -5 |
| CC(C)NC(=O)N(C)C[C@@H]1OCCCC[C@@H](C)Oc2ccc(NS(=O)(=O)c3ccc(F)cc3)cc2C(=O)N([C@H](C)CO)C[C@@H]1C | -8 |
| Cc1noc(C)c1NC(=O)N(C)C[C@H]1Oc2c(NC(=O)c3cnccn3)cccc2C(=O)N([C@@H](C)CO)C[C@H]1C | -11 |
| COc1ccc(S(=O)(=O)n2nc(C)cc2C)cc1N(C)S(=O)(=O)c1ccccc1 | 10 |
| C[C@@H]1CN([C@H](C)CO)C(=O)c2cccc(NC(=O)Nc3ccccc3)c2O[C@@H]1CN(C)Cc1ccc(-c2ccccc2)cc1 | 3 |
| CC(C)NC(=O)Nc1ccc2c(c1)C(=O)N([C@@H](C)CO)C[C@@H](C)[C@H](CN(C)C)O2 | 1 |
| Cc1cc2ncc(-c3ccnc(SCc4c(Cl)cccc4Cl)n3)c(C)n2n1 | 5 |

| Structure | ROS inducer |
| --- | --- |
| Cc1ccc2[nH]c3c(c2c1)CCCC3NC1CCCCC1 (stereo not drawn) | 4 |
| C[C@@H]1O[C@@H](O[C@H]2[C@@H]3C=CO[C@@H](O[C@@H]4O[C@H](CO)[C@@H](O)[C@H](O)[C@H]4O)[C@@H]3[C@@]3(CO)O[C@@H]23)[C@H](O)[C@H](OC(=O)/C=C/c2ccccc2)[C@H]1O | 11 |
| C[C@@H]1CN([C@H](C)CO)C(=O)c2cccc(NC(=O)C3CCCCC3)c2O[C@H]1CN(C)S(=O)(=O)c1ccc(Cl)cc1 | 8 |
| CCn1c(SCc2nc3ccccc3c(=O)[nH]2)nnc1-c1ccccc1C | -5 |
| C[C@H](CO)N1C[C@H](C)[C@H](CN(C)C(=O)Nc2ccc(F)cc2)Oc2ccc(NC(=O)NC3CCCCC3)cc2CC1=O | -5 |
| CC(=O)O[C@@H]1CC2C(C)(C)CCC[C@]2(C)C2CC[C@]3(C)C(=CC(=O)O[C@H]3c3ccoc3)[C@@]21C (stereo partly drawn) | -9 |
| CN1CCN(C(=O)CN(c2cccc3ccccc23)S(C)(=O)=O)CC1 | -2 |
| CN(C)CCCOc1ccc(/C=N/NC(=O)c2cccc(C(=O)NO)c2)cc1 | -3 |

| Structure | ROS inducer |
| --- | --- |
| CC1(C)CC(=O)c2cc(C(=O)NCc3ccco3)c(=O)n(-c3ccc(Cl)cc3)c2C1 | 46 |
| C/C(=C\CCC1(C)C2CCC(C2)C1(C)O)C(=O)O (stereo not drawn) | -3 |
| C[C@@H]1CN([C@H](C)CO)C(=O)c2cccc(NC(=O)C3CC3)c2O[C@@H]1CN(C)Cc1ccc(C(F)(F)F)cc1 | -14 |
| CCC(=O)c1cn(CC(=O)NCCOc2ccc(Cl)cc2)c2ccccc12 | 30 |
| O=C(CSc1nc2ccccc2s1)n1c2ccccc2c2ccccc21 | 6 |
| N#Cc1cc(Oc2ccc(C(=O)c3ccccc3)cc2)nc2ccccc12 | 12 |
| Cc1ccc(C2=NNC(=O)CC2)cc1 | -18 |
| O=C(NCCCn1ccnc1)c1cc2c(s1)CCCC2 | 1 |

| Structure | ROS inducer |
| --- | --- |
| CCOC(=O)C1CCN(C(=S)NC2Cc3ccccc3C2)CC1 | 2 |
| O=C(O)CCCCCC(=O)N/N=C/c1cc(Br)ccc1O | -2 |
| C[C@H](CO)N1C[C@H](C)[C@H](CN(C)C(=O)Nc2ccccc2)Oc2ncc(-c3cccc(C(F)(F)F)c3)cc2C1=O | 98* |
| C[C@H](CO)N1C[C@H](C)[C@H](CN(C)Cc2ccc(C(=O)O)cc2)Oc2ccc(NS(=O)(=O)c3ccc(Cl)cc3)cc2CC1=O | -5 |
| CC(C)NC(=O)N(C)C[C@@H]1Oc2ccc(NS(=O)(=O)c3ccccc3)cc2C(=O)N([C@@H](C)CO)C[C@H]1C | -3 |
| COc1ccc(C(=O)CSc2nnc(-c3ccc(OC)c(OC)c3)n2-c2ccccc2)cc1 | 6 |
| O=C(O)CNC(=O)c1ccc(S(=O)(=O)N2CCCC2)cc1 | -7 |
| CN1C(=O)CC(c2ccsc2)Sc2ccccc21 (stereo not drawn) | -3 |

| Structure | ROS inducer |
| --- | --- |
| C[C@H]1CN([C@@H](C)CO)C(=O)Cc2cc(NC(=O)CCN3CCOCC3)ccc2O[C@@H]1CN(C)Cc1ccc(Cl)c(Cl)c1 | 90* |
| COc1cc(/C=C/C=N/NC(=O)CCCCCC(=O)Nc2ccccc2O)ccc1O | 51 |
| COc1ccc(Cc2nnc(SCC3CC3)n2-c2ccc(F)cc2)cc1OC | 1 |
| Cc1ccc(NC(=O)C(C)Oc2ccc(Br)cc2)c([N+](=O)[O-])c1 (stereo not drawn) | 15 |
| COc1ccc(CCNC(=O)c2ccc(/C=C3\Oc4ccccc4NC3=O)cc2)cc1OC | 19 |
| C[C@H](CO)N1C[C@H](C)[C@H](CN(C)C(=O)Nc2ccc(N3CCCCC3)cc2)OCc2cn(nn2)CCCC1=O | 17 |
| C[C@@H]1CN([C@@H](C)CO)C(=O)CCCn2nncc2CO[C@@H]1CN(C)C(=O)C1CC1 | -28 |
| O=C(COc1ccc2ccccc2c1Br)NC1CCCCC1 | -1 |

| Structure | ROS inducer |
| --- | --- |
| Cc1cc(C)nc(NS(=O)(=O)c2ccc(Nc3nc(-c4ccc(F)cc4)cs3)cc2)n1 | 11 |
| C[C@@H]1CN([C@@H](C)CO)C(=O)c2cccc(NS(=O)(=O)c3cccs3)c2O[C@H]1CN(C)Cc1ccc(C(F)(F)F)cc1 | 59 |
| C[C@H](CO)N1C[C@H](C)[C@@H](CN(C)C(=O)Nc2ccnc(N3CCOCC3)c2)OCc2cnnn2CCCC1=O | 6 |
| CCc1ccccc1NC(=O)CSc1nnc(-c2cccc(C)c2)n1C | -13 |
| CC1(C)C=C(C(=O)N2CCOCC2)C(C)(C)N1 | -12 |
| CNC[C@@H]1Oc2ccc(NS(=O)(=O)c3ccc(Cl)cc3)cc2CC(=O)N([C@H](C)CO)C[C@@H]1C | -4 |
| C[C@H]1CN([C@@H](C)CO)C(=O)Cc2cc(NC(=O)Cn3cnnn3)ccc2O[C@@H]1CN(C)S(=O)(=O)c1ccc(F)cc1 | 3 |
| CN(Cc1nc(-c2cccnc2)no1)S(=O)(=O)c1ccc2ccccc2c1 | -1 |

| Structure | ROS inducer |
| --- | --- |
| C[C@H]1CN([C@@H](C)CO)C(=O)CCCn2cc(nn2)CO[C@H]1CN(C)C(=O)CCCN(C)C | -3 |
| Cc1noc(C)c1NC(=O)Nc1cccc2c1O[C@@H](CN(C)Cc1ccc(C(=O)O)cc1)[C@@H](C)CN([C@@H](C)CO)C2=O | -8 |
| Cc1ccc(Sc2c(C)[nH]n(C(C)(C)C)c2=O)cc1 | -9 |
| Nc1cccc(NC(=O)c2cccc(S(=O)(=O)Nc3cccc(N)c3)c2)c1 | 7 |
| O=C(Cc1ccccc1)Oc1ccc(C2SCCS2)cc1 | -7 |
| C[C@@H]1CN([C@@H](C)CO)C(=O)c2cc(NC(=O)CCC(F)(F)F)ccc2O[C@@H]1CN(C)CC1CC1 | 25 |
| C=C(C)C(O)C(O)c1c(OC)ccc2ccc(=O)oc12 (stereo not drawn) | 26 |
| O=C1O[C@H](c2ccccc2)[C@H](c2ccccc2)N2[C@H]1[C@@H](C(=O)O)[C@]1(C(=O)Nc3ccc(C#CCCO)cc31)[C@H]2c1ccccc1OCCO | 4 |

| Structure | ROS inducer |
| --- | --- |
| Cc1cc(=O)[nH]c(SCCOc2cccc(Br)c2)n1 | -1 |
| O=C(O)C1=C[C@H](c2ccc3c(c2)Cc2ccccc2-3)C[C@H](OCc2ccc(CO)cc2)O1 | 21 |
| CC(C)=CCc1c(O)cc(O)c2c1OC(c1ccccc1)CC2=O (stereo not drawn) | -2 |
| C[C@@H]1CN([C@@H](C)CO)C(=O)c2cccc(NC(=O)c3ccc(-c4nccs4)cc3)c2O[C@@H]1CN(C)CC1CC1 | -3 |
| COc1ccc(NC(=O)N(C)C[C@H]2Oc3c(NC(=O)C4CCOCC4)cccc3C(=O)N([C@@H](C)CO)C[C@H]2C)cc1 | -4 |
| COc1ccc(CN(C)C[C@H]2Oc3ccc(NC(=O)CCN4CCOCC4)cc3C(=O)N([C@@H](C)CO)C[C@H]2C)cc1 | 2 |
| Cc1ccc(C(=O)COc2cc(C)nc3nncn23)cc1 | -13 |
| COCCN(C(=O)Nc1ccc(OC)cc1OC)C1CCN(C(C)=O)CC1 | -13 |

| Structure | ROS inducer |
| --- | --- |
| CCc1ccccc1NC(=O)CCCn1sc2ccccc2c1=O | 4 |
| CC(C)/C(N)=N/C(=S)Nc1ccccc1 | -7 |
| CCOc1ccccc1NC(=O)CSc1cc(C)c2cccc(C)c2n1 | -12 |
| CCCCc1c(O)nc(SCCC(=O)O)[nH]c1=O | 37 |
| C[C@H](CO)N1C[C@H](C)[C@@H](CN(C)C(=O)Nc2ccc(F)cc2)Oc2ccc(NC(=O)Nc3cccc4ccccc34)cc2C1=O | 13 |
| O=C(Nc1sc2c(c1C(=O)Nc1ccccc1)CCCC2)c1ccccc1 | 15 |
| Cc1noc(C)c1NC(=O)N(C)C[C@@H]1Oc2c(cccc2N(C)C)C(=O)N([C@H](C)CO)C[C@H]1C | -9 |
| Cc1[nH]c2ccccc2c1C(=O)CSc1nc2sc3c(c2c(=O)n1-c1ccccc1)CCC3 | -5 |

| Structure | ROS inducer |
| --- | --- |
| CC(/C=C/C1(O)C(C)CC(O)CC1(C)C)OC1OC(CO)C(O)C(O)C1O (stereo not drawn) | -6 |
| C[C@@H]1CN([C@H](C)CO)C(=O)c2cccc(NS(=O)(=O)c3ccccc3)c2O[C@H]1CN(C)C(=O)Nc1ccc2c(c1)OCO2 | -1 |
| CC1CC[C@@]2(OC1)O[C@H]1CC3C4CC=C5C[C@@H](O[C@@H]6O[C@H](CO)[C@@H](O)[C@H](O)[C@H]6O)CC[C@]5(C)C4CC[C@]3(C)[C@@]1(O)[C@@H]2C (stereo partly drawn) | 40 |
| COc1ccc(S(=O)(=O)Nc2ccc3c(c2)C(=O)N([C@H](C)CO)C[C@H](C)[C@@H](CN(C)C(=O)Nc2ccc4c(c2)OCO4)OCCCC[C@@H](C)O3)cc1 | 25 |
| COC(=O)c1cc(NC(=O)c2ccco2)cc(C(=O)OC)c1 | 1 |
| Cc1ccc(NC(=O)Cn2cc([N+](=O)[O-])cn2)cc1Cl | 1 |
| CCc1ccc(NC(=O)c2cc3ccccc3oc2=O)cc1 | 2 |
| C[C@H](CO)N1C[C@H](C)[C@H](CN(C)Cc2ccc(C(F)(F)F)cc2)Oc2ccc(NS(C)(=O)=O)cc2C1=O | -11 |

| Structure | ROS inducer |
| --- | --- |
| C[C@H]1CN([C@@H](C)CO)C(=O)Cc2cc(N(C)C)ccc2O[C@H]1CN(C)Cc1ccc(Cl)c(Cl)c1 | 7 |
| COc1ccc2c(c1)cc(C)c1nnc(SCC(=O)Nc3cccc(C(C)=O)c3)n12 | 21 |
| C=C1C(=O)OC2CC1C(OC(C)=O)C/C(C)=C\CC/C(C)=C\CC[C@]2(C)O (stereo partly drawn) | 46 |
| C[C@H](CO)N1C[C@H](C)[C@@H](CN(C)C(=O)Nc2ccc(F)cc2)Oc2c(cccc2N(C)C)C1=O | 7 |
| C[C@H]1CN([C@@H](C)CO)C(=O)Cc2cc(NC(=O)CCC(F)(F)F)ccc2O[C@H]1CN(C)Cc1ccc(Oc2ccccc2)cc1 | 11 |
| C[C@H]1CN([C@@H](C)CO)C(=O)CCCn2nncc2CO[C@@H]1CN(C)Cc1cccc(C(F)(F)F)c1 | 41 |
| C[C@@H]1CN([C@@H](C)CO)C(=O)c2cccc(NC(=O)Nc3ccccc3)c2O[C@@H]1CN(C)Cc1ccccc1 | 5 |
| C[C@H]1CN([C@@H](C)CO)C(=O)Cc2cc(NC(=O)Cc3ccccc3)ccc2O[C@H]1CN(C)Cc1ccccc1 | -2 |

| Structure | ROS inducer |
| --- | --- |
| CCOC(=O)N1CCN(C(=O)CN(C2CCCCC2)S(=O)(=O)c2ccccc2)CC1 | 1 |
| C[C@@H]1CN([C@H](C)CO)C(=O)CCCn2cc(nn2)CO[C@H]1CN(C)S(=O)(=O)c1cn(C)cn1 | -8 |
| Cc1ccc(S(=O)(=O)Nc2cccc3c2O[C@H](CN(C)Cc2ccc(Cl)c(Cl)c2)[C@H](C)CN([C@@H](C)CO)C3=O)cc1 | 11 |
| Cc1cnc(C(=O)NCCc2ccc(S(=O)(=O)NC(=O)NC3CCCCC3)cc2)cn1 | -11 |

Screening results as filed in PubChem BioAssay.

These rows are one share of the data, so the mix of outcomes need not match the whole.
